HTR1E antagonist: blocks the human 5-HT1E serotonin receptor. 65,000 tested, 0.99% active. P28566. inhibition, % at 6 µM. CHO 5-HT1E Ga15 NFAT-bla reporter, FRET, antagonist;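 active means inhibition above a set limit, the mean inhibition across every tested compound plus 3 SD, cut at about 29% in these data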;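 further: signal is the 460 over 535 nm emission ratio of beta-lactamase substrate; 0% = agonist plus DMSO wells and 100% = wells without agonist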
S1P1 ag pot: activates or potentiates agonism at human S1P1 receptor | S1P1 CRE-bla cells, forskolin, beta-lactamase FRET, potentiator mode; S1P1 agonist co-added at EC20, 2 nM; 100% = saturating reference agonist, 0% = basal | AID 449 | 56,000 tested, 0.57% active | activation, % at 9.5 µM;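 active means activation above a cutoff set at the mean activation of all tested compounds plus 3 SD, cut at about 54% in these data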;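 further: forskolin at 4 µM as EC80 and the EC20 agonist is SEW2871; 100% = SEW2871 at its EC100 plus forskolin at EC80; some compounds past the cut are filed as inactive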
Abs 340nm: absorbance at 340 nm; compound absorbance at 340 nm, fold over control; fold change at 10 µM; 65,000 tested, under 10 active; AID 708;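 active means at 10 µM dose, initial 340 nm absorbance at least 2 fold that of control wells; inactive means change under 2 fold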;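 further: initial absorbance extrapolated from kinetic A340 decline of NADH oxidation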
Her2 expr inh: lowers expression of human Her2 kinase. HER2 level % of control, % at 10 µM. 65,000 tested, 0.69% active. P04626. SKBR-3 HER2 protein level, AlphaScreen, 18-24 h; hits give low values;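 active means HER2 level under 5% of the carrier-only control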;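 further: 100% = DMSO carrier and 0% = 500 nM PU-H71 HSP90 inhibitor; lower value means stronger loss of Her2 protein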
S1P3 ag: S1P3 (human) receptor agonism; AID 373; activation, % at 4.5 µM; 60,000 tested, 0.1% active; S1P3 NFAT-BLA reporter cells, FRET ratio; relative to 1 µM S1P, basal subtracted;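 active means activation above the screen-wide mean plus 3 SD, cut at about 4.5% in these data, passing the limit was not always enough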; further: some compounds called inactive have numbers as strong as hits
Target sequence (Q99500 whole entry, looked up): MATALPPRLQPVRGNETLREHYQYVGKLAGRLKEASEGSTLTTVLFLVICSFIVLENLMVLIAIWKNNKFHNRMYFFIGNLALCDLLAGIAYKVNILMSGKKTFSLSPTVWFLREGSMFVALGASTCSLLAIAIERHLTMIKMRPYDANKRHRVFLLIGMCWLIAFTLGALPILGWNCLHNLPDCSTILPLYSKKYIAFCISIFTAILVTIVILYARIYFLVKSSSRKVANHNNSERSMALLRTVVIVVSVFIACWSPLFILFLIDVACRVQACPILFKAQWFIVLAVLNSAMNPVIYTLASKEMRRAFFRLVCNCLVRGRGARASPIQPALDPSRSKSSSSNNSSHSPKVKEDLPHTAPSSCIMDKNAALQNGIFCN
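Assay system: stable CHO line with human S1P3, Gα16, NFAT-BLA reporter; Detection: FRET β-lactamase substrate fluorescence, excitation 405 nm, 460/535 nm emission ratio, background-subtracted; Read-out: percent activation versus median 1 µM S1P response, basal-subtracted, per plate; Incubation: cells plated overnight, compound 4 h 37 °C, substrate 2 h RT.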
MMP13 inh: MMP13 (human) collagenase inhibition; P45452; inhibition, % at 4 µM; 65,000 tested, 0.07% active; MMP-13 fTHP FRET cleavage, Mca fluorescence;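 active means inhibition above the mean of compound-free control plate wells plus 3 SD, cut at about 14% in these data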;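 further: 0% = DMSO wells and 100% = wells with reference MMP-13 inhibitor after basal subtraction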
HTR1E agonist: agonists of human 5-HT1E serotonin receptor | activation, % at 6 µM | AID 574 | P28566 | 65,000 tested, 0.69% active | CHO 5-HT1E Ga15 NFAT-bla reporter, FRET; 0% DMSO wells, 100% control agonist wells;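 active means activation above a set limit, the screen-wide mean activation plus 3 SD, cut at about 8.5% in these data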;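 further: 100% = positive control agonist at 1 µM giving full maximal response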
Fluor 339 460: intrinsic fluorescence of library compounds, ex339/em460 – biochemical, MLSMR library, data from DPM-DC assay, artefact control, profiling panel | compound autofluorescence, ex339/em460 nm, NADH buffer; hits give high values; 1 = no-compound wells, NADH background | fluorescence fold increase at 10 µM | 65,000 tested, 5.5% active | AID 709;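 active means at 10 µM, mean starting fluorescence two-fold or more over control wells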;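 further: signal is the first read of a kinetic run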
5-HT1A blocker: blocks the human serotonin 5-HT1a receptor; P08908; CHO 5-HT1a Ga15 NFAT-bla reporter, antagonist mode; inhibition, % at 10 µM; 62,000 tested, 0.68% active; AID 612;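 active means inhibition above the mean of all tested compounds plus 3 SD, cut at about 43% in these data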;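 further: receptor stimulated by 5-CT agonist at 100 nM near EC80; beta-lactamase reporter measured by ratiometric fluorescence of a cleavable substrate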
Target sequence (P08908 whole entry, looked up): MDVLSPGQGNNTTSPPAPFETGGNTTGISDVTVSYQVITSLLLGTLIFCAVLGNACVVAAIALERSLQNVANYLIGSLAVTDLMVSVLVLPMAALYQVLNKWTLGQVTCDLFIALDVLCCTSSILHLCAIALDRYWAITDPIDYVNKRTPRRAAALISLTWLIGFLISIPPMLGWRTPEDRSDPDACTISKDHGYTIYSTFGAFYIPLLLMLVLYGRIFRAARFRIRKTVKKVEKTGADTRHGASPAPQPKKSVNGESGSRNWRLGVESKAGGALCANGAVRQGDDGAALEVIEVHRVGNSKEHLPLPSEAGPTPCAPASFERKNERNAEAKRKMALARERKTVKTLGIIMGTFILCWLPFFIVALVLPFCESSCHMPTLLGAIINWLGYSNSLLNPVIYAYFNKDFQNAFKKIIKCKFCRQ
Starred values were filed as active, the others as inactive; [ ] = another dose, or the depositor's remark.

For N#CCCN1CCN(S(=O)(=O)c2ccc(S(=O)(=O)NC3CCCCC3)cc2)CC1 the results were HTR1E antagonist 0, S1P1 ag pot -9, Abs 340nm 0.99, Her2 expr inh 97, S1P3 ag -0.5, MMP13 inh -5, HTR1E agonist -0.5, Fluor 339 460 1 and 5-HT1A blocker -16.
`CN1/C(=C/C(=O)c2nc(S(C)(=O)=O)ncc2Cl)C(C)(C)c2ccccc21` gave HTR1E antagonist 51*, S1P1 ag pot 110*, Abs 340nm 1.1, Her2 expr inh -15*, S1P3 ag -2.0, MMP13 inh 7, HTR1E agonist 0.9, Fluor 339 460 1.1 and 5-HT1A blocker 62*.
Screening Cc1cc(C)cc(N(C(C)C(=O)Nc2c(C)n(C)n(-c3ccccc3)c2=O)S(C)(=O)=O)c1 (configuration not stated) returned HTR1E antagonist 0, S1P1 ag pot -26, Abs 340nm 1.1, Her2 expr inh 91, S1P3 ag -0.2, MMP13 inh 3, HTR1E agonist -0.3, Fluor 339 460 1.1 and 5-HT1A blocker -2.
`Cc1nnc2ccc(N3CCCC3)nn12` gave HTR1E antagonist -3, Abs 340nm 1.1, Her2 expr inh 85, S1P3 ag -0.9, MMP13 inh 2, HTR1E agonist 1.2, Fluor 339 460 1.1 and 5-HT1A blocker 16.
COC(=O)c1ccccc1NC(=O)NCc1cccnc1 was read as HTR1E antagonist 3, S1P1 ag pot 7, Abs 340nm 1.1, Her2 expr inh 107, S1P3 ag -0.9, MMP13 inh 0, HTR1E agonist -0.8, Fluor 339 460 1.5 and 5-HT1A blocker 9.
`Nc1nc(C(=O)N2CCOCC2)nn1S(=O)(=O)c1ccccc1` gave HTR1E antagonist -2, Abs 340nm 1, Her2 expr inh 111, MMP13 inh 5, HTR1E agonist 0.3, Fluor 339 460 1.1 and 5-HT1A blocker 0.
CC(C)c1nc2oc3c(NCC4CCCO4)ncnc3c2c2c1CCC2 (configuration not stated) was read as HTR1E antagonist 24, S1P1 ag pot -22, Abs 340nm 1.1, Her2 expr inh 95, S1P3 ag -0.5, MMP13 inh -84[fluorescence artefact?], HTR1E agonist 0.6, Fluor 339 460 2.4* and 5-HT1A blocker -20.
Screening CCc1nc(Nc2ccc3nccnc3c2)c2oc3ccccc3c2n1 returned HTR1E antagonist 52*, S1P1 ag pot -25, Abs 340nm 1.1, Her2 expr inh 71, S1P3 ag -0.1, MMP13 inh -225[fluorescence artefact?], HTR1E agonist 0.1, Fluor 339 460 2.5* and 5-HT1A blocker 2.
`COc1ccc(C(=O)N2CCC(C(=O)Nc3ccc(OC)c(OC)c3)CC2)cc1` gave HTR1E antagonist -2, S1P1 ag pot -7, Abs 340nm 1, Her2 expr inh 123, S1P3 ag 0.5, MMP13 inh 0, HTR1E agonist -0.8, Fluor 339 460 1.1 and 5-HT1A blocker -8.
`CCCSc1nnc2nc3c(nn12)c1ccccc1n3C` gave HTR1E antagonist 3, S1P1 ag pot -32, Abs 340nm 1, Her2 expr inh 96, S1P3 ag 0.5, MMP13 inh -5, HTR1E agonist 1.2, Fluor 339 460 1.1 and 5-HT1A blocker -11.
`CCSc1nnc(NC(=O)CSc2nnc(Cc3cccn3C)n2-c2ccc(F)cc2)s1` gave HTR1E antagonist 2, S1P1 ag pot -36, Abs 340nm 1, Her2 expr inh 104, S1P3 ag -0.4, MMP13 inh -7, HTR1E agonist 0.8, Fluor 339 460 1.1 and 5-HT1A blocker -12.
For COc1ccc(C(C#N)N2CCCCCC2)cc1OC (configuration not stated) the results were HTR1E antagonist -2, S1P1 ag pot -6, Abs 340nm 1, Her2 expr inh 98, S1P3 ag 0.0, MMP13 inh -4, HTR1E agonist 0.1, Fluor 339 460 1.1 and 5-HT1A blocker -4.

Reprinted at random: two compounds from above.
`CCCSc1nnc2nc3c(nn12)c1ccccc1n3C` gave HTR1E antagonist 3, S1P1 ag pot -32, Abs 340nm 1, Her2 expr inh 96, S1P3 ag 0.5, MMP13 inh -5, HTR1E agonist 1.2, Fluor 339 460 1.1 and 5-HT1A blocker -11.
`COc1ccc(C(=O)N2CCC(C(=O)Nc3ccc(OC)c(OC)c3)CC2)cc1` gave HTR1E antagonist -2, S1P1 ag pot -7, Abs 340nm 1, Her2 expr inh 123, S1P3 ag 0.5, MMP13 inh 0, HTR1E agonist -0.8, Fluor 339 460 1.1 and 5-HT1A blocker -8.

(listing goes on)
Screening Cc1ccccc1N1C(=O)c2sc3nc4c(c(=O)n3c2C1=O)CCC4 returned HTR1E antagonist 4, Abs 340nm 1.1, Her2 expr inh 74, S1P3 ag -0.8, MMP13 inh 2, HTR1E agonist -0.1, Fluor 339 460 1.1 and 5-HT1A blocker -11.
For COC(=O)C1=C(C)NC(C)=C(C(=O)OC)C1c1ccc(OC(=O)c2ccco2)cc1 the results were HTR1E antagonist -6, S1P1 ag pot -27, Abs 340nm 1.1, Her2 expr inh 96, S1P3 ag 0.1, MMP13 inh -29, HTR1E agonist -0.1, Fluor 339 460 1.5 and 5-HT1A blocker 2.
O=C(O)c1ccc(S(=O)(=O)NC2CCCCC2)cc1 was read as HTR1E antagonist 1, S1P1 ag pot -9, Abs 340nm 1, Her2 expr inh 98, S1P3 ag -0.5, MMP13 inh 1, HTR1E agonist -0.8, Fluor 339 460 1.1 and 5-HT1A blocker -2.
For COc1ccc(-n2cnnc2SCC(=O)c2ccc(S(=O)(=O)N3CCOCC3)cc2)cc1 the results were HTR1E antagonist 1, S1P1 ag pot 9, Abs 340nm 1, Her2 expr inh 97, S1P3 ag -0.3, MMP13 inh 1, HTR1E agonist -0.7, Fluor 339 460 1.1 and 5-HT1A blocker 5.
Screening CCOCCn1c(CN2CCN(CCO)CC2)nc2c1c(=O)n(C)c(=O)n2C returned HTR1E antagonist -10, S1P1 ag pot -11, Abs 340nm 1, Her2 expr inh 101, S1P3 ag -0.4, MMP13 inh -1, HTR1E agonist 0.9, Fluor 339 460 1.1 and 5-HT1A blocker -9.
`CCOC(=O)N1CCN(C(=O)CSc2nc3ccccc3c(=O)n2-c2ccccc2)CC1` gave HTR1E antagonist 6, S1P1 ag pot -8, Abs 340nm 1, Her2 expr inh 86, S1P3 ag -0.8, MMP13 inh 4, HTR1E agonist 0.6, Fluor 339 460 1 and 5-HT1A blocker -6.
`O=C(COc1ccc(S(=O)(=O)NC2CCCCC2)cc1)NCC1CCCO1` (configuration not stated) gave HTR1E antagonist 1, S1P1 ag pot -2, Abs 340nm 1, Her2 expr inh 108, S1P3 ag -0.6, MMP13 inh -4, HTR1E agonist -0.2, Fluor 339 460 1.1 and 5-HT1A blocker -6.
For CC(=O)C1=C(C)OC(N)=C(C#N)C1c1ccco1 (configuration not stated) the results were HTR1E antagonist -2, S1P1 ag pot -1, Abs 340nm 1, Her2 expr inh 73, S1P3 ag -0.3, MMP13 inh -6, HTR1E agonist 0.1, Fluor 339 460 1.1 and 5-HT1A blocker 8.
For CCOc1ccc(C(C)(N)C(=O)O)cc1 (configuration not stated) the results were HTR1E antagonist -7, S1P1 ag pot 5, Abs 340nm 1, Her2 expr inh 56, S1P3 ag -1.5, MMP13 inh 0, HTR1E agonist -0.4, Fluor 339 460 1.1 and 5-HT1A blocker -3.
Screening CN(c1ccc(C(=O)NCc2ccccc2)cc1)S(C)(=O)=O returned HTR1E antagonist -10, S1P1 ag pot -18, Abs 340nm 1.1, Her2 expr inh 127, S1P3 ag -0.3, MMP13 inh -3, HTR1E agonist -0.4, Fluor 339 460 1.1 and 5-HT1A blocker -9.
Cc1c(C(=O)OCC2CCCO2)[nH]c2c1C(=O)CC(c1ccco1)C2 (configuration not stated) was read as HTR1E antagonist 9, S1P1 ag pot 2, Abs 340nm 1, Her2 expr inh 71, S1P3 ag -0.3, MMP13 inh 2, HTR1E agonist -0.6, Fluor 339 460 0.99 and 5-HT1A blocker 15.
For Cn1c(C(=O)NCc2ccccn2)cc2c(=O)n(C)c3ccccc3c21 the results were HTR1E antagonist -2, S1P1 ag pot -21, Abs 340nm 1.1, Her2 expr inh 111, S1P3 ag -0.4, MMP13 inh -24, HTR1E agonist 0.7, Fluor 339 460 1.6 and 5-HT1A blocker -17.
For CCOC(=O)C1CCCN(C(=O)Cn2sc3nc(C)cc(C)c3c2=O)C1 (configuration not stated) the results were HTR1E antagonist -18, S1P1 ag pot -21, Abs 340nm 1.1, Her2 expr inh 92, S1P3 ag 0.5, MMP13 inh -8, HTR1E agonist 1.2, Fluor 339 460 1.5 and 5-HT1A blocker 29.
For CCCCC(=O)Nc1ccc(NC(=O)C(C)C)cn1 the results were HTR1E antagonist 0, S1P1 ag pot -3, Abs 340nm 0.97, Her2 expr inh 98, S1P3 ag -0.1, MMP13 inh -1, HTR1E agonist -0.7, Fluor 339 460 1.1 and 5-HT1A blocker 4.
For O=C(CC1Sc2ncnn2C1=O)Nc1ccc(Br)cc1 (configuration not stated) the results were HTR1E antagonist -11, S1P1 ag pot 0, Abs 340nm 1.1, Her2 expr inh 83, S1P3 ag -0.4, MMP13 inh 1, HTR1E agonist -0.5, Fluor 339 460 1.1 and 5-HT1A blocker 7.
`O=S(=O)(Nc1ccc2c(c1)OCCO2)c1cnc[nH]1` gave HTR1E antagonist 2, S1P1 ag pot -6, Abs 340nm 0.99, Her2 expr inh 189, S1P3 ag 1.0, MMP13 inh -4, HTR1E agonist -0.1, Fluor 339 460 1 and 5-HT1A blocker -7.
CC1CCCC(C)N1S(=O)(=O)c1ccc(NC(=O)CNCC2CCCO2)cc1 (configuration not stated) was read as HTR1E antagonist 8, Abs 340nm 1, Her2 expr inh 113, MMP13 inh 3, HTR1E agonist 2.8, Fluor 339 460 1.1 and 5-HT1A blocker -5.
For Cc1ccccc1Nc1nc(N)nc(CN(C)c2ccccc2)n1 the results were HTR1E antagonist -5, Abs 340nm 0.96, Her2 expr inh 113, MMP13 inh 14, HTR1E agonist 0.5, Fluor 339 460 1 and 5-HT1A blocker 7.
For CCC(C(=O)NCc1ccc(F)cc1)N(Cc1ccco1)C(=O)c1snc(C(N)=O)c1N (configuration not stated) the results were HTR1E antagonist -4, S1P1 ag pot -3, Abs 340nm 1, Her2 expr inh 123, S1P3 ag -1.4, MMP13 inh -8, HTR1E agonist -0.1, Fluor 339 460 1.9 and 5-HT1A blocker 6.
For NC(=O)CSc1nnc(-c2ccc(S(=O)(=O)N3CCCC3)cc2)n1CC1CCCO1 (configuration not stated) the results were HTR1E antagonist 13, S1P1 ag pot -11, Abs 340nm 0.98, Her2 expr inh 273, S1P3 ag -0.1, MMP13 inh -6, HTR1E agonist -0.5, Fluor 339 460 1 and 5-HT1A blocker 7.
CN1CCc2nc(SCC(=O)Nc3ccc(F)cc3)c(C#N)cc2C1 was read as HTR1E antagonist 2, S1P1 ag pot 16, Abs 340nm 0.99, Her2 expr inh 86, S1P3 ag -0.6, MMP13 inh -11, HTR1E agonist 0.7, Fluor 339 460 1.3 and 5-HT1A blocker 6.
`COC(=O)Cc1c(C)nc2nc(-c3ccccc3)[nH]n2c1=O` gave HTR1E antagonist -6, S1P1 ag pot -12, Abs 340nm 0.99, Her2 expr inh 84, S1P3 ag 0.5, MMP13 inh -9, HTR1E agonist 0.2, Fluor 339 460 1.1 and 5-HT1A blocker 2.

Not a hit list. About 8.5% of those tested had a hit in this group.
